DT40 TDP1 no CPT: qHTS for Inhibitors of human tyrosyl-DNA phosphodiesterase 1 (TDP1): qHTS in cells in absence of CPT; DT40 Tdp1-/- hTDP1 cells, no CPT, ATP luminescence, 48 h; Potency, µM (titrated, usually from 46.2 µM), without a hit: top-dose activity change, negative = growth inhibition, usual class: inhibitors; 420,000 tested, 15% active; AID 686978, 2013; active means well fitted inhibition curve with a large enough effect; inconclusive means small, poorly fitted or top-dose-only effect; further: nearly all actives have a fitted effect of over 55% in size
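Chicken DT40 Tdp1-/- cells complemented with human TDP1, screened without camptothecin (DMSO vehicle only), 400 cells/well. Compounds pin-transferred, cells incubated at 37 °C for at least 48 hr. Growth read as ATP-dependent luminescence (CellTiter-Glo, 30 min at RT).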
An asterisk follows results filed as active; u = inconclusive; & = joins results of further samples. On the % scale 0 is the no-effect control and ±100 the full control effect; potency means the concentration at half of the fitted maximal effect.

SMILES	DT40 TDP1 no CPT
CC(C)(C)C(c1nc2ccccc2[nH]1)n1c(-c2ccsc2)nc2ccccc21 (centres undefined)	u
COc1ccc(CN2C(=O)C(CC(=O)NC(c3ccccc3)c3ccccc3)CC(C(=O)N(C)C)=C2C)cc1 (centres undefined)	u
O=C(NCc1nnc2n1CCN(C(=O)/C=C/c1ccccc1)CC2)c1cccc(F)c1	-12.2%
COc1cc(C=NCc2ccccc2)ccc1O	-20.0%
COc1ccc(C(=O)c2ccccc2)cc1CN1CCOCC1	-24.9%
Cc1nn(C)c(Cl)c1CN1CCOc2ccc(CN3CCC(Oc4cccnc4)CC3)cc2C1	8.2µM*
C(=C\c1ccccc1)/CN1CCN(C(CCc2ccccc2)c2nnnn2C2CCCCC2)CC1 (centres undefined)	u
Cc1ccc(C(=O)N/C(=C/c2ccc(-c3ccc([N+](=O)[O-])cc3)o2)C(=O)NCCCN(C)C)cc1	20.6µM*
C=C[C@]12CC[C@H](OC(C)=O)CC1=CCC1C2CC[C@@]2(C)C1CCC21OCCO1 (some centres undefined)	u
CC1CC2OC2CC1COC(=O)C1CC2OC2CC1C (centres undefined)	u
COc1ccc(-c2csc(C(NC(C)=O)c3cccc(F)c3)n2)cc1 (centres undefined)	16.4µM*
CC[C@]12C(=O)N(C)C[C@H]([C@@H]3C(=O)N(Cc4ccccc4)C(=O)[C@@H]31)N2C(=O)c1ccc(F)cc1	-7.5%
CC(C)n1c(=O)c2ccccc2n1S(C)(=O)=O	-13.2%
CCOC(=O)C1=CCN(S(=O)(=O)c2ccc(F)cc2)C1c1cccc(F)c1 (centres undefined)	u
Cc1cccc(C)c1NC(=O)C1(C)CCC(=O)N1CCc1c[nH]c2ccccc12 (centres undefined)	-2.5%
CC(=O)NC(c1ccccc1)c1nc(-c2cncnc2)cs1 (centres undefined)	-4.4%
OC1CCCC1NCc1ccnc2cc(Cl)ccc12 (centres undefined)	16.4µM*
OCCN1CCN(Cc2ccc3c(c2)CN(Cc2cnc(-c4ccccc4)s2)CCO3)CC1	-22.0%
O=S1(=O)C[C@@H](N2CCCC2)[C@H](COCc2ccccc2)N1	12.8%
CCOC(=O)C1(C)CCCN(C(=O)c2ccc(OC)c(OC)c2)C1 (centres undefined)	-15.2%
COc1cccc(CN2CCC2(C)C(=O)NCc2cccc(C(F)(F)F)c2)c1OC (centres undefined)	13µM*
COc1ccccc1CNC(=O)c1cnn(-c2nccc(-c3cccs3)n2)c1C	u
CCN1C[C@@H]2[C@@H]3C(=O)N(C)C(=O)[C@@H]3[C@](C)(C1=O)N2C(=O)c1ccc(C)cc1	-3.6%
Clc1ccc[n+](CCCCC[n+]2cccc(Cl)c2)c1	u
CCCCCCCC(=O)CC[C@@H]1[C@@H](C/C=C\CCCC(=O)OC(C)C)[C@@H](O)C[C@H]1O	7.5µM*
COC(=O)[C@@]12C[C@@H](CC(=O)N3CCCCC3)C(=O)N(Cc3cccc4ccccc34)C1=CCC(C)(C)C2	u
COc1ccccc1C(=O)N[C@@H]1c2ccccc2C2(CCN(Cc3cccnc3)CC2)[C@H]1O	u
CC(=O)Nc1cc(-c2cccc(C(=O)N(C)C)c2)cn2c(-c3ccc(F)c(Cl)c3)cnc12	u
O=C(CSc1nc2[nH]c(=O)cc(O)c2s1)Nc1nncs1	-15.4%
Cc1ccc(S(=O)(=O)NCC(=O)OC(C)C(=O)NCc2ccc3c(c2)OCO3)cc1 (centres undefined)	-15.5%
COc1ccc(OC)c2c1CCC1(C2)NC(=O)NC1=O (centres undefined)	8.8%
O=C(NCC1(N2CCCCC2)CCCCC1)c1ccc(-n2cc(NC(=O)c3cccnc3)cn2)cc1	u
CCOC(=O)[C@]12CCC=C1N(Cc1ccccc1)C(=O)[C@H](CC(=O)NCc1ccccc1)C2	16.4µM*
N#CC(=C1C=CC(=NO)C(Cl)=C1)c1ccc(Cl)cc1	3.66µM*
O=C(C=Cc1ccccc1)c1c[nH]c2ccccc2c1=O	6.51µM*
Nc1ccc(N2N=C(N3CCCC3)CC2=O)cc1	u
CCN(CC)C(=O)C1=C(C)N(Cc2ccc(C(C)(C)C)cc2)C(=O)C(CC(=O)NC(c2ccccc2)c2ccccc2)C1 (centres undefined)	11.6µM*
CCC/C(=N\NC(=O)C1CC1)c1ccccc1	-26.2%
Cc1cn([C@H]2C[C@H](O)[C@@H](/C=C/C(=O)NCCCc3ccccc3)O2)c(=O)[nH]c1=O	-6.4%
OC(c1ccccc1)(c1ccccc1)c1nccc2ccccc12	u

5 successive compounds already listed:
SMILES	DT40 TDP1 no CPT
CCOC(=O)[C@]12CCC=C1N(Cc1ccccc1)C(=O)[C@H](CC(=O)NCc1ccccc1)C2	16.4µM*
N#CC(=C1C=CC(=NO)C(Cl)=C1)c1ccc(Cl)cc1	3.66µM*
O=C(C=Cc1ccccc1)c1c[nH]c2ccccc2c1=O	6.51µM*
Nc1ccc(N2N=C(N3CCCC3)CC2=O)cc1	u
CCN(CC)C(=O)C1=C(C)N(Cc2ccc(C(C)(C)C)cc2)C(=O)C(CC(=O)NC(c2ccccc2)c2ccccc2)C1 (centres undefined)	11.6µM*

(cont.)
SMILES	DT40 TDP1 no CPT
CC(=O)NCCNc1nc2cc(-c3cnn(CCC(C)C)c3)sc2c(=O)n1C	u
CC(NC(=O)c1ccco1)c1nnc2n1CCN(Cc1cccc(Cl)c1)CC2 (centres undefined)	-11.8%
COc1cccc(C(=O)NNS(=O)(=O)c2ccccc2)c1	-18.4%
CCOC(=O)[C@@H]1[C@H]2COc3ccccc3[C@@H]2N2C(=O)N(c3ccc(C(F)(F)F)cc3)C(=O)[C@]12C	u
CNc1cncc(-c2ccc(CN3CCOCC3)cc2)n1	u
CCN(Cc1cccc(S(=O)(=O)O)c1)c1ccc(C(=C2C=CC(=[N+](CC)Cc3cccc(S(=O)(=O)O)c3)C=C2)c2ccccc2S(=O)(=O)[O-])cc1	12.6µM*
CCOC(=O)[C@]12CCCC=C1N(Cc1ccc3c(c1)OCO3)C(=O)[C@H](CC(=O)NCc1ccc(OC)c(OC)c1)C2	u
CCc1nc2ccc(C(=O)NCCNC(C)=O)cn2c1N(CC)Cc1cccc(Br)c1	u
CC(C)c1ccc(NC(=O)Nc2nnc([C@H]3C[C@H](O)[C@@H](CO)O3)s2)cc1	-12.4%
Nc1[nH][nH]c(=O)c1N=Nc1ccccc1	-16.3%
COc1cc(C(O)c2nc(-c3cccc4cccnc34)cs2)ccc1F (centres undefined)	u
Cc1cccc(CN2CCN(C3CN(C4CCCC4)S(=O)(=O)C3)CC2)c1 (centres undefined)	-22.4%
CCCCCCCCN1C(=O)[C@H](CC(=O)N2CCN(C(=O)C3CC3)CC2)C[C@@]2(C(=O)OC)CCCCC=C12	16.4µM*
O=C1CCC(C2CCc3cc(O)ccc3C2)C1 (centres undefined)	-15.5%
COc1cccc(CN2C(=O)NC(C)(C3CCN(Cc4cnn(C)c4C)CC3)C2=O)c1OC (centres undefined)	0.2%
Cc1cc(C)nc(NS(=O)(=O)c2ccc(NS(=O)(=O)c3ccc(F)c(F)c3)cc2)n1	8.6%
CN(C)CCOC1(Cc2ccc(F)cc2)CCC(C(C)(C)C)CC1 (centres undefined)	18.4µM*
O=C(NCc1nnc2n1CCN(Cc1ccc(C(F)(F)F)cc1)CC2)c1ccccn1	-13.3%
CCC(C(=O)Nc1c(C)cccc1C)n1c(-c2cnc(C)cn2)nc2ccccc21 (centres undefined)	-27.3%
COc1ccc(-c2cnc3c(NC=O)cc(-c4cccc(NS(C)(=O)=O)c4)cn23)cc1OC	3.66µM*

7 entries picked at random from those above:
SMILES	DT40 TDP1 no CPT
CC(C)(C)C(c1nc2ccccc2[nH]1)n1c(-c2ccsc2)nc2ccccc21 (centres undefined)	u
N#CC(=C1C=CC(=NO)C(Cl)=C1)c1ccc(Cl)cc1	3.66µM*
Clc1ccc[n+](CCCCC[n+]2cccc(Cl)c2)c1	u
Cc1cccc(C)c1NC(=O)C1(C)CCC(=O)N1CCc1c[nH]c2ccccc12 (centres undefined)	-2.5%
CCCCCCCCN1C(=O)[C@H](CC(=O)N2CCN(C(=O)C3CC3)CC2)C[C@@]2(C(=O)OC)CCCCC=C12	16.4µM*
CCN1C[C@@H]2[C@@H]3C(=O)N(C)C(=O)[C@@H]3[C@](C)(C1=O)N2C(=O)c1ccc(C)cc1	-3.6%
CCC(C(=O)Nc1c(C)cccc1C)n1c(-c2cnc(C)cn2)nc2ccccc21 (centres undefined)	-27.3%

More records.
SMILES	DT40 TDP1 no CPT
FC(F)(F)c1ccccc1Cc1c(-c2cccc(Br)c2)nc2ccc(Cl)cn12	u
S=C(Nc1cccc2ccccc12)Nc1cccc2ccccc12	u
COc1ccc(NC(=O)Cn2c([N+](=O)[O-])cnc2C)c(OC)c1	-27.0%
Cc1cccc(NC(=O)c2cccc(S(=O)(=O)N(C)C3CCCCC3)c2)n1	u
COc1ccc(C(C(=O)NCc2ccccc2)n2c(-c3ccncc3)nc3ccccc32)cc1 (centres undefined)	u
CN(C)c1nn2c(-c3ccccc3)nnc2o1	-25.8%
CC(C)C[C@H]1CN(CCCC[C@H]2CNC(=O)C(=O)N2Cc2ccccc2)C(=O)C(=O)N1Cc1ccccc1	-11.8%
N#Cc1ccccc1COC(=O)c1cc(S(=O)(=O)N2CCOCC2)ccc1F	1.2%
CC(=O)NNc1nc(-c2ccccc2)c2cc(Cl)ccc2n1	-22.7%
CC1=C(C(=O)N(C(C)C)C(C)C)CC(CC(=O)NC2CCCC2)C(=O)N1CCCN1CCCC1=O (centres undefined)	0.2%
O=C([C@@H]1CC=C[C@@H]2CCN(C3CC3)C(=O)[C@@H]21)N1CCN(c2ccccc2)CC1	4.1%&2.8%
Nc1ncnc2c1ncn2[C@@H]1O[C@H](C(=O)N2CCSC2)[C@@H](O)[C@H]1O	-25.8%
CC12CCC3C(CCC4CC(O)CCC43C)C1CC(O)C2 (centres undefined)	u
COc1ccc(OC)c(C(=O)c2ccc([N+](=O)[O-])cc2)c1	u
COc1ccc(-c2nc(S(=O)(=O)c3ccccc3)c(N3CCN(C)CC3)o2)cc1	u
CCN(CC(=O)Nc1ccc(NC(C)=O)cc1)C(=O)CN1C(=O)NC(C)(c2ccc3ccccc3c2)C1=O (centres undefined)	15.6%
C=C1C=C(C(F)F)n2ncc(C(=O)NCc3ccc(F)cc3)c2N1	u
O=C(O)C1=NN(c2cc(Cl)c(S(=O)(=O)O)cc2Cl)C(=O)C1	-0.1%
CC1Cc2ccccc2C[N+]1(C)CC(=O)c1cccc([N+](=O)[O-])c1 (centres undefined)	u
Cc1c(C(=O)c2ccc3c(c2)OCO3)ccc2c1OCO2	u
CCOc1ccc(Cl)cc1-c1cc(C(=O)NCCc2ccncc2)[nH]n1	-103.8%
CC(C)(C)NC(=O)C(c1ccc(-c2ccccc2)cc1)n1c(=O)c(-c2ccco2)nc2ccccc21 (centres undefined)	u
O=S1(=O)CC(N2CCCC2)CN1CCc1ccccc1 (centres undefined)	-9.1%
CC1(C(=O)NS(=O)(=O)c2ccc(Cl)s2)CCN1C(=O)Cc1ccccc1Cl (centres undefined)	1.1%
CN(Cc1ccccc1)C(=O)c1cccc(NC(=O)Cc2ccc(NC(=O)C3CCCN(C(=O)C4CCCC4)C3)cc2)c1 (centres undefined)	u
CCOC(=O)C1CCCN(C(=O)c2ccc(Cl)c(S(=O)(=O)N3CCc4ccccc43)c2)C1 (centres undefined)	13µM*
Cc1ccc(S(=O)(=O)N2C[C@@H](C)[C@]3(C2)[C@H](O)[C@H](OC(=O)Nc2cccs2)C[C@H]2C(=O)N(c4ccccc4)C(=O)[C@H]23)cc1	16.4µM*
CCn1nc(C(=O)Nc2ccc3c(c2)OCCO3)c2ccccc2c1=O	u
COc1ccccc1Cc1c(-c2ccc(C)cc2)nc2ccc(Cl)cn12	0.461µM*
CC1(C(=O)Nc2cccc(C#N)c2)CCN1C(=O)C1(c2ccccc2)CC1 (centres undefined)	u
CCCCNC(=O)[C@@H]1CC=C[C@@H]2CCN(Cc3ccc(OC)c(OC)c3)C(=O)[C@@H]21	u
Cc1cc(C)nc(NC(=O)c2c(F)c(F)c(F)c(C(=O)Nc3cc(C)cc(C)n3)c2F)c1	16.4µM*
COC(=O)C1=CN(c2c(C)cc(C)cc2C)C(N)=C(C#N)C1c1cccc(F)c1 (centres undefined)	14.6µM*
Cc1ccc(C(=O)OCC(=O)Nc2ccc(C)c(S(=O)(=O)N3CCCCC3)c2)o1	u
CSc1nc(SCC(=O)NCc2ccco2)c2c3c(sc2n1)CN(C)CC3	0.6%
COc1ccccc1CNc1nc(NCC2CC2)nc2ccsc12	20.6µM*
OCC[C@H]1C[C@H](O)[C@@H](O)[C@@]2(CCCO2)O1	-7.4%
CCC1(C2CCN(C(=O)c3cc(F)ccc3F)CC2)NC(=O)N(CCc2scnc2C)C1=O (centres undefined)	-6.5%
COc1ccc(NC(=O)c2ccc3c(c2)CCN3S(C)(=O)=O)cc1	-28.3%
COc1ccc(C2CCc3cc4c(cc3C2=NOC(C)=O)OCO4)cc1OC (centres undefined)	14.6µM*
CCOC(=O)N1CCN(C(c2ccnc3ccccc23)c2nnnn2-c2ccc3c(c2)OCCO3)CC1 (centres undefined)	16.4µM*
Cc1cc(-c2ccnc(-n3ncc(C(=O)NCC4COCCO4)c3C3CC3)n2)c(C)s1 (centres undefined)	6.51µM*
CCOC(=O)C1=NN2C(O)C3(C)CC(C(=O)OCC)=NN3C(O)C2(C)C1 (centres undefined)	-6.5%
CCCNC(=O)N[C@H]1C=C[C@H](CC(=O)NC2CCCCC2)O[C@@H]1CO	u
CCN(CC1CCCO1)C(=O)CCc1nnc(CCc2ccccc2)o1 (centres undefined)	-6.9%
NC1=C(Cl)C(=O)c2ccccc2C1=O	4.61µM*
Cc1cccc(C)c1NC(=O)c1ccc(-c2cc(F)ccc2F)o1	16.4µM*

Some of the compounds tested. The share of hits here may be higher or lower than overall.
